Mtb UGM inh: blocks M. tuberculosis UGM enzyme. P9WIQ1. purified UGM, fluorescence polarization probe displacement. inhibition, % at 10 µM. 320,000 tested, 0.06% active. AID 504406; in the data active means inhibition above about 10%, passing the limit was not always enough; inconclusive means no clear call, values can overlap the other calls
BoNT-F LC inh: blocks Botulinum neurotoxin F light chain protease. 360,000 tested, 0.22% active. Multiplex microsphere protease cleavage assay, flow cytometry. inhibition, % at 10 µM. AID 588497; in the data active means inhibition above about 35%, passing the limit was not always enough; inconclusive means no clear call, values can overlap the other calls; further: plate controls were buffer without enzyme for full effect and enzyme alone for no effect
GDH-TPI counter: counter-screen for M. tuberculosis FBA inhibitors: GDH-TPI coupled enzymes. GDH-TPI coupled enzyme counterscreen, NADH absorbance. inhibition, % at 4.8 µM. 360,000 tested, 1.2% active. AID 588335; in the data active means inhibition above about 30%;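 further: 0% = DMSO wells and 100% = wells lacking the enzyme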
PfHsp40 rescue: rescue of PfHsp40-mediated yeast toxicity | S. cerevisiae expressing PfHsp40, growth rescue, ATP luminescence | growth rescue, % at 12.5 µM | 340,000 tested, 0.68% active | AID 504582; in the data active means growth rescue above about 28%, passing the limit was not always enough; inconclusive means no clear call, values can overlap the other calls;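 further: yeast W303a lacking pdr1 and pdr3 grown in galactose medium; growth measured after three days at 30 °C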
FBA Mtb inh: Mtb fructose-bisphosphate aldolase inhibition. P9WQA3. purified M. tuberculosis FBA, fluorescence read-out. inhibition, % at 1 µM. 360,000 tested, 2.3% active. AID 588726; in the data active means inhibition above about 27%;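 further: 0% = vehicle and 100% = reference inhibitor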
Mtb BioA inh: blocks M. tuberculosis BioA enzyme activity; purified M. tuberculosis BioA enzyme, plate reader; inhibition, % at 9.99 µM; 360,000 tested, 0.096% active; in the data active means inhibition above about 40%; inconclusive means no clear call, values can overlap the other calls
Anthrax LF inh2: anthrax lethal factor protease inhibition; AID 588501; 360,000 tested, 0.12% active; inhibition, % at 10 µM; multiplex microsphere protease cleavage assay, LF; further: plate controls were buffer without enzyme for full effect and enzyme alone for no effect
Target sequence (P15917 whole entry, looked up): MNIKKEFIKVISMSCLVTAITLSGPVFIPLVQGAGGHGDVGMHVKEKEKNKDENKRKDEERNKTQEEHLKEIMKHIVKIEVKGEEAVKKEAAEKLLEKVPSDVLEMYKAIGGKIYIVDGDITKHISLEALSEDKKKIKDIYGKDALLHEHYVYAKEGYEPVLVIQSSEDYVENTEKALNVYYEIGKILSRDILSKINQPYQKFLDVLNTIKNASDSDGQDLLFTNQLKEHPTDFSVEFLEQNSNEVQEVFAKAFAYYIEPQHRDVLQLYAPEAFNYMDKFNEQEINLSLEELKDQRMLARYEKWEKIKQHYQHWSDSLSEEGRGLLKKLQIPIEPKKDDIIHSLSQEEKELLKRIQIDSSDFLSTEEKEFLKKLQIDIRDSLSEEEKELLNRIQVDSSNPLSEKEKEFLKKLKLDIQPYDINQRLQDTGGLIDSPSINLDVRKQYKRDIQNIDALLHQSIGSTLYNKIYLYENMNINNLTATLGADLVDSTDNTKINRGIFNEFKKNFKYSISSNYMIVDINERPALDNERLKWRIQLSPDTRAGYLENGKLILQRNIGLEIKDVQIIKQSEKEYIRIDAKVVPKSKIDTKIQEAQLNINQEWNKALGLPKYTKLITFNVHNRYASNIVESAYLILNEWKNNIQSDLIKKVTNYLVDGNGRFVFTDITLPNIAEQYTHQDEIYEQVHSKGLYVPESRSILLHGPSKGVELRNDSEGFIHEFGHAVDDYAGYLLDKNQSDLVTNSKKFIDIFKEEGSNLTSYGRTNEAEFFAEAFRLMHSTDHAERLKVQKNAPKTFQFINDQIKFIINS
BoNT-A LC inh2: inhibitors of Botulinum neurotoxin A light chain protease; inhibition, % at 10 µM; multiplex microsphere protease substrate cleavage, flow cytometry; AID 588499; 360,000 tested, 0.17% active; further: plate controls were buffer without enzyme for full effect and enzyme alone for no effect
FadD28 FP inh: blocks FadD28 binding to the bisubstrate probe; AID 588549; inhibition, % at 12.5 µM; fluorescence polarization; 360,000 tested, 0.22% active; in the data active means inhibition above about 8.5%, passing the limit was not always enough; inconclusive means no clear call, values can overlap the other calls
* marks the source's active call; other numbers are inactive results; ? = inconclusive; . = no result given. Unless noted, no stated cut-off is given here; in the data, active means inhibition above about 30%; inconclusive means no clear call, values can overlap the other calls; inactive means below that.

Assay codes – A = Mtb UGM inh; B = BoNT-F LC inh; C = GDH-TPI counter; D = PfHsp40 rescue; E = FBA Mtb inh; F = Mtb BioA inh; G = Anthrax LF inh2; H = BoNT-A LC inh2; I = FadD28 FP inh
> CCOC(=O)N1CCC(=NNC(=O)COc2ccc(C#N)cc2)CC1
  A: -0.8; B: 4; C: 4; D: 0.1; E: -1; F: -3.1; G: -3; H: -0.2; I: -2.2

> COCCn1c(SCC(=O)NCc2ccccc2)nc2ccccc21
  A: 0.1; B: -18; C: -1; D: -1.0; E: -1; F: -0.3; G: 16; H: 0.2; I: -2.9

> COc1ccc(OCCn2c(N)nc3ccccc32)cc1
  A: 2.5; B: 12; C: 3; D: 0.7; E: 1; F: 0.5; G: -10; H: -4.0; I: -0.2

> COc1cc(C2N(c3cccc(Cl)c3)C(=O)C3CCCN32)cc(OC)c1OC (configuration not stated)
  A: 1.9; B: -4; C: 11; D: -0.9; E: 4; F: -0.8; G: -11; H: 0.4; I: 0.1

> Cc1cc(C(F)F)n2ncc(C(=O)NC3CCCCCC3)c2n1
  A: -1.2; B: -7; C: 8; D: -1.5; E: -2; F: 1.4; G: -1; H: -0.2; I: 0.3

> COc1cccc(CN2CCNC(=O)C2CC(=O)NCCc2ccccn2)c1 (configuration not stated)
  A: -1.1; B: 2; C: 3; D: 1.2; E: 2; F: .; G: -4; H: -0.8; I: -2.3

> CCOC(=O)C1(C)CCCCCN1C(=O)c1ccc(C(F)(F)F)nc1C (configuration not stated)
  A: .; B: -1; C: 10; D: .; E: 1; F: -0.4; G: -2; H: 0.4; I: -0.4

> CS(=O)(=O)N(CC(=O)Nc1ccccc1Sc1ccccc1)c1ccc(F)cc1
  A: 5.1; B: -10; C: 5; D: 5.1; E: -1; F: .; G: -4; H: -0.3; I: -1.8

> COc1ccc(C(=O)C2CCCN(C(=O)c3ccc(OC)o3)C2)c(C)c1 (configuration not stated)
  A: 0.6; B: -4; C: -4; D: -0.3; E: -1; F: 1.9; G: 1; H: -1.9; I: -1.1

> CC1CCN(C(=O)c2cccc(S(=O)(=O)N3CCN(c4ccccc4)CC3)c2)CC1
  A: -2.3; B: -6; C: -9; D: -0.5; E: -2; F: .; G: -3; H: -1.0; I: -0.7

> CCCC#CCN1CCN(C23CC4CC(CC(C4)C2)C3)CC1
  A: -2.1; B: -20; C: -9; D: -2.5; E: 0; F: 0.4; G: -10; H: 0.0; I: .

> O=C(CN1CCCCC1)NNc1nc(-c2ccccc2)c2cc(Br)ccc2n1
  A: -0.4; B: ?; C: 6; D: 0.0; E: 1; F: -1.4; G: 13; H: -4.9; I: -0.3

> O=c1cc(NCC2CCCO2)[nH]c(=O)n1-c1ccc(Cl)cc1 (configuration not stated)
  A: -1.1; B: -8; C: 11; D: 1.6; E: -2; F: -1.6; G: -2; H: -1.4; I: 0.7

> CC(=O)C1(C)N(O)C(C)(C)C(c2cccs2)=[N+]1[O-] (configuration not stated)
  A: 1.0; B: -1; C: 0; D: -0.1; E: 0; F: .; G: 4; H: -0.7; I: 0.8

> CCCN(CCC)C(=O)C1CCN(c2cc(C)nc3c(-c4ccc(OC)c(OC)c4)c(C)nn23)CC1
  A: 1.1; B: -12; C: 1; D: 0.4; E: 0; F: -0.2; G: 5; H: 0.1; I: -0.2

> Cc1cc(C)cc(N(C(=O)CNC(=O)c2cccs2)C(C(=O)NC2CCCC2)c2cccnc2)c1 (configuration not stated)
  A: -1.7; B: -2; C: 1; D: -0.7; E: 1; F: -0.2; G: 3; H: 0.0; I: -3.9

> CCOC(=O)c1sc(NC(=S)NC(=O)c2ccc(OC)cc2)nc1C
  A: 0.9; B: 12; C: 15; D: -0.3; E: 0; F: -3.7; G: -6; H: 0.6; I: -0.5

> CC(C)OC(=O)c1cc2ccccc2oc1=O
  A: 1.1; B: -3; C: 14; D: 1.0; E: 13; F: -0.8; G: 0; H: 0.9; I: -3.5

> COc1cccc(C(=O)Nc2nnc(-c3ccccc3)s2)c1OC
  A: -1.8; B: -4; C: 10; D: 1.5; E: -5; F: -0.6; G: 0; H: -0.7; I: -3.5

> O=C(CSc1ccccc1)N1CCCC(N2CCN(c3ccccc3)CC2)C1 (configuration not stated)
  A: 3.3; B: 4; C: -10; D: -0.2; E: -3; F: 0.9; G: -2; H: 1.3; I: -2.8

> O=S(=O)(c1cccc2cccnc12)N1CCN(c2ccc(F)cc2)CC1
  A: 1.6; B: -4; C: 1; D: -0.7; E: -1; F: .; G: -4; H: -1.1; I: -1.7

> CCOc1ccc(N2C(=O)CC(N(Cc3ccco3)C(=O)CC)C2=O)cc1 (configuration not stated)
  A: 3.2; B: -6; C: 0; D: -0.6; E: -2; F: .; G: 0; H: -0.9; I: -3.8

> CCc1ccccc1N1CC23C=CC(O2)C(C(=O)OCC(C)C)C3C1=O (configuration not stated)
  A: -4.0; B: -5; C: -3; D: 0.1; E: -1; F: 1.4; G: -4; H: 0.2; I: -4.7

> Cc1c(OCc2ccccc2)c(=O)ccn1Cc1ccc(F)cc1
  A: 1.1; B: 0; C: -7; D: -0.5; E: -1; F: .; G: -2; H: -1.0; I: -4.2

> COc1ccccc1Oc1coc2cc(O)ccc2c1=O
  A: 1.9; B: 1; C: 24; D: -0.4; E: 31*; F: -0.6; G: -2; H: -1.1; I: 1.0

Ordered by SMILES length (lowest first): some entries from above.
Assay codes – A = Mtb UGM inh; B = BoNT-F LC inh; C = GDH-TPI counter; D = PfHsp40 rescue; E = FBA Mtb inh; F = Mtb BioA inh; G = Anthrax LF inh2; H = BoNT-A LC inh2; I = FadD28 FP inh
> COCCn1c(SCC(=O)NCc2ccccc2)nc2ccccc21
  A: 0.1; B: -18; C: -1; D: -1.0; E: -1; F: -0.3; G: 16; H: 0.2; I: -2.9

> CCCC#CCN1CCN(C23CC4CC(CC(C4)C2)C3)CC1
  A: -2.1; B: -20; C: -9; D: -2.5; E: 0; F: 0.4; G: -10; H: 0.0; I: .

> CCOC(=O)N1CCC(=NNC(=O)COc2ccc(C#N)cc2)CC1
  A: -0.8; B: 4; C: 4; D: 0.1; E: -1; F: -3.1; G: -3; H: -0.2; I: -2.2

> COc1cccc(CN2CCNC(=O)C2CC(=O)NCCc2ccccn2)c1 (configuration not stated)
  A: -1.1; B: 2; C: 3; D: 1.2; E: 2; F: .; G: -4; H: -0.8; I: -2.3

> O=C(CSc1ccccc1)N1CCCC(N2CCN(c3ccccc3)CC2)C1 (configuration not stated)
  A: 3.3; B: 4; C: -10; D: -0.2; E: -3; F: 0.9; G: -2; H: 1.3; I: -2.8

> CCOC(=O)C1(C)CCCCCN1C(=O)c1ccc(C(F)(F)F)nc1C (configuration not stated)
  A: .; B: -1; C: 10; D: .; E: 1; F: -0.4; G: -2; H: 0.4; I: -0.4

> O=C(CN1CCCCC1)NNc1nc(-c2ccccc2)c2cc(Br)ccc2n1
  A: -0.4; B: ?; C: 6; D: 0.0; E: 1; F: -1.4; G: 13; H: -4.9; I: -0.3

> CCOc1ccc(N2C(=O)CC(N(Cc3ccco3)C(=O)CC)C2=O)cc1 (configuration not stated)
  A: 3.2; B: -6; C: 0; D: -0.6; E: -2; F: .; G: 0; H: -0.9; I: -3.8

> CC1CCN(C(=O)c2cccc(S(=O)(=O)N3CCN(c4ccccc4)CC3)c2)CC1
  A: -2.3; B: -6; C: -9; D: -0.5; E: -2; F: .; G: -3; H: -1.0; I: -0.7

> Cc1cc(C)cc(N(C(=O)CNC(=O)c2cccs2)C(C(=O)NC2CCCC2)c2cccnc2)c1 (configuration not stated)
  A: -1.7; B: -2; C: 1; D: -0.7; E: 1; F: -0.2; G: 3; H: 0.0; I: -3.9

(next part)
Assay codes – A = Mtb UGM inh; B = BoNT-F LC inh; C = GDH-TPI counter; D = PfHsp40 rescue; E = FBA Mtb inh; F = Mtb BioA inh; G = Anthrax LF inh2; H = BoNT-A LC inh2; I = FadD28 FP inh
> Cc1[nH]n(-c2ccccc2)c(=O)c1N=Nc1ccc(F)cc1
  A: 0.5; B: 3; C: 16; D: -0.6; E: 3; F: -2.7; G: 0; H: -1.5; I: -0.7

> O=C(OCCCCN1C(=O)c2ccccc2C1=O)c1ccc(Br)o1
  A: 1.8; B: -5; C: 19; D: -1.3; E: 1; F: 12; G: 5; H: -0.4; I: -0.5

> Cc1ccc(NC(=O)CN2CCC(C(=O)c3ccc(F)cc3)CC2)cc1
  A: 3.7; B: -6; C: -11; D: 0.3; E: 3; F: .; G: 10; H: -1.1; I: -1.1

> CCCNC(=O)C1(C)CCN(C(=O)c2ccc(OC(F)F)cc2)C1 (configuration not stated)
  A: .; B: 0; C: 6; D: .; E: 2; F: 1.3; G: -1; H: 0.2; I: -1.0

> O=C1S/C(=C\c2cccs2)C(=O)N1c1ccc(O)cc1
  A: -0.8; B: -4; C: 18; D: -0.7; E: -1; F: -1.1; G: -2; H: -3.5; I: 1.4

> Cc1ccc(OCC(=O)Nc2ccc(N3CCOCC3)cc2)cc1
  A: 1.0; B: -20; C: -2; D: 1.5; E: -3; F: 0.8; G: -14; H: 0.5; I: -2.3

> COc1ccc(C(CC(=O)c2ccc3c(c2)OCO3)C(=O)O)cc1OC (configuration not stated)
  A: .; B: -13; C: 12; D: .; E: 1; F: 0.4; G: -4; H: 0.1; I: -0.7

> COCCn1c(SCC#N)nnc1-c1ccc(OC)cc1
  A: 0.9; B: 0; C: 6; D: -0.7; E: 2; F: 0.8; G: -2; H: 0.6; I: -1.6

> Cc1ccc(N2C(=O)C3CC(c4ccccc4)=C4C5C=CC(C6C(=O)N(c7ccc(C)cc7C)C(=O)C56)C4C3C2=O)c(C)c1 (configuration not stated)
  A: -3.6; B: 2; C: 3; D: 1.6; E: 1; F: 0.6; G: -1; H: 1.8; I: 0.5

> O=C(CN(Cc1cccs1)C(=O)CNS(=O)(=O)c1ccccc1)NCc1ccco1
  A: .; B: 7; C: 2; D: -1.8; E: -4; F: -1.7; G: 2; H: 1.2; I: -0.6

> COc1ccc(S(=O)(=O)N2CCCc3ccccc32)cc1OC
  A: 2.2; B: -16; C: -2; D: 0.3; E: 0; F: 0.9; G: 7; H: -3.3; I: -2.5

> Cc1cccc(S(=O)(=O)NC(=O)C2(C)CCN2C(=O)Cc2ccccc2)c1 (configuration not stated)
  A: .; B: -6; C: 3; D: .; E: 2; F: -2.5; G: -5; H: -0.4; I: -0.1

> CCCc1cc(-c2nc(N)ncc2-c2ccc3c(c2)OCCCO3)c(O)cc1OC
  A: 0.3; B: -1; C: 12; D: 2.3; E: 2; F: -2.5; G: -6; H: -1.0; I: 0.4

> CC(c1ccncn1)N(C)Cc1nc(-c2ccc(C(F)(F)F)cc2)no1 (configuration not stated)
  A: 0.2; B: 20; C: 14; D: 0.3; E: -4; F: -0.3; G: -2; H: 2.1; I: -0.3

> COCCNC(=O)/C(C#N)=C/c1ccccc1Br
  A: -0.4; B: 1; C: 8; D: -1.4; E: 0; F: .; G: -2; H: -0.7; I: 0.5

> CC(OC(=O)Cc1ccc(F)cc1)C(=O)NCc1ccc2c(c1)OCO2 (configuration not stated)
  A: 0.5; B: 8; C: 4; D: -0.2; E: 0; F: 1.0; G: 4; H: 0.2; I: -2.3

> Cc1c(Cl)cccc1N1C(=O)CC(NNC(=O)c2cccnc2)C1=O (configuration not stated)
  A: -1.4; B: -8; C: 3; D: -1.8; E: -5; F: -0.7; G: -1; H: -0.6; I: 0.0

> CCCC[C@@H]1CCCO[C@@](C(=O)NCc2ccccn2)(C(F)(F)F)C1
  A: -0.7; B: 2; C: 13; D: 1.1; E: 3; F: 2.2; G: -6; H: -0.2; I: -2.2

> CCOc1ccc(Cc2noc3c2C(=O)CC(C)(C)C3)cc1OCC
  A: -4.5; B: 6; C: -2; D: 0.8; E: 8; F: .; G: -5; H: 0.1; I: 2.1

From PubChem
